Screens as filed in PubChem.
Rpn11 inh: blocks the human proteasome subunit Rpn11 | O00487 | 360,000 tested, 0.59% active | human 26S proteasome, Ub4-pepOG fluorescence polarization; 20S core pre-blocked with epoxomicin | AID 588493 | calls only at 20 µM;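 active = inhibition at 20 µM, scaled to each plate's controls, above about 33%, limit read from the data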
Neddyl block: inhibitors of human cullin neddylation; TR-FRET cullin neddylation, biochemical; calls only at 25 µM; 360,000 tested, 0.58% active; AID 651699; in the data active = inhibition above about 36%
Target sequence (P61081 whole entry, looked up): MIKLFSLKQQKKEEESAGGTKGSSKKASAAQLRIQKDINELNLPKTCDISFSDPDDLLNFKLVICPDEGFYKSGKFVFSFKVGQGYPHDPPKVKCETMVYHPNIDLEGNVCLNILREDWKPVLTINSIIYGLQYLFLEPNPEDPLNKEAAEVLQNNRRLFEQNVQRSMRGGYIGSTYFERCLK
Target sequence (Q13564 whole entry, looked up): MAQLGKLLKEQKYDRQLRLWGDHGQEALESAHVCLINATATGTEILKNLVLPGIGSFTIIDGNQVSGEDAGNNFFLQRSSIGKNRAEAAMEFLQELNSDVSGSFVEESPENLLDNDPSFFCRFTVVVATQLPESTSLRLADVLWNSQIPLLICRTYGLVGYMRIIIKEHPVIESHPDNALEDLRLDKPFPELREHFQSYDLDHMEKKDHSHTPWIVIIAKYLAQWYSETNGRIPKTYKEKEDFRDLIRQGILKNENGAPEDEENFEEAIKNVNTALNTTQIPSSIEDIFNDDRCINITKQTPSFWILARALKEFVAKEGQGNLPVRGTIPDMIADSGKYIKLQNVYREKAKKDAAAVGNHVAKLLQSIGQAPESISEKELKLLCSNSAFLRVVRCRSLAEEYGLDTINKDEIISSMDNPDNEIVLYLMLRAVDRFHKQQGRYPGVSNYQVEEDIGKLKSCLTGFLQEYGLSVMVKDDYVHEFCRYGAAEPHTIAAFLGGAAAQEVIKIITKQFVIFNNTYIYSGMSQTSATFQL
LMPTP inh: blocks human LMPTP phosphatase. inhibition, % at 20 µM. recombinant LMPTP-A, OMFP fluorogenic substrate, fluorescence intensity. P24666. 360,000 tested, 0.22% active;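 active = compounds that cut the enzyme signal by at least half of the control window in the single-dose screen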;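 also: plate controls were DMSO wells with enzyme plus substrate for no effect and substrate without enzyme for full effect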
Target sequence (P24666 whole entry, looked up): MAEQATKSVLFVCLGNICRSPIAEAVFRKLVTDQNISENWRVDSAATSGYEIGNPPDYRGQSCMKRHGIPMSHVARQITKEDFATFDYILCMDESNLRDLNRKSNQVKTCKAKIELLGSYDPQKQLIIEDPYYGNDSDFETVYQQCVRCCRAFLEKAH
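material = LMPTP-A | quantity = 0.625 nM enzyme | reagent = OMFP substrate, 400 µM final | buffer or medium = Bis-Tris pH 6.0, DTT, detergent | detection = endpoint fluorescence intensity from OMFP dephosphorylation | dosing = single 20 µM dose | read-out basis = % inhibition relative to no-enzyme and uninhibited control wells | control set = no-enzyme and uninhibited controls | timing = 50 min at room temperature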
SUMO1 PPI mod: SUMO1-SIM interaction modulation; P63165; SUMO1 binding to a labelled peptide, TR-FRET, 1 h; inhibition, % at 20 µM; 360,000 tested, 0.33% active; AID 602429; in the data active = inhibition above about 37%
Target sequence (P63165 whole entry, looked up): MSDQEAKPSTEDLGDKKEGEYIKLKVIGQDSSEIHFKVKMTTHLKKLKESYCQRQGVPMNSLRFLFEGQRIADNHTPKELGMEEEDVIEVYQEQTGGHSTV
STEP inh: inhibitors of human striatal-enriched phosphatase STEP; P54829; recombinant STEP, OMFP fluorogenic substrate, fluorescence; inhibition, % at 20 µM; 360,000 tested, 0.25% active; AID 588621;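 active = inhibition at 20 µM, scaled per plate between control wells, above about 37%, limit read from the data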;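 also: 0% = DMSO with enzyme and substrate and 100% = substrate only without enzyme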
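System: STEP (striatal-enriched tyrosine phosphatase) enzyme, cell-free; medium: Bis-Tris pH 6.0 buffer with DTT, detergent; dosing: 20 µM, 1% DMSO; times: reaction 20 min, ambient temperature; detection: fluorescence, 480/540 nm; read-out basis: normalized % inhibition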
CSN inh: inhibitors of human CSN-mediated cullin deneddylation; inhibition, % at 12.5 µM; 360,000 tested, 0.38% active; Purified CSN, SCF-Nedd8-OG deneddylation, fluorescence polarization;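 active = pattern-corrected inhibition above about 35%, with an unprinted fluorescence ratio check between 0.5 and 1.5, limit read from the data, passing the limit was not always enough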;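 also: 0% = enzyme with substrate and 100% = substrate without enzyme; some results filed as inactive read as strong as hits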
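Assay system: HEK293T-derived human Csn5 enzyme; quantity: 0.24 nM enzyme; medium: Tris/NaCl/DTT buffer, pH 7.5; also added: substrate SCFSkp2-Nedd8OG, 10 nM; doses: 12.5 µM compound; schedule: 90 min reaction at room temperature; signal: FP; read-out: % inhibition of substrate cleavage by Csn5; benchmarks: substrate-only high control, full reaction low control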
NadD block: NadD (S. aureus) enzyme inhibition; purified NadD enzyme, colorimetric absorbance read-out; inhibition, % at 20 µM; 360,000 tested, 0.78% active; in the data active = inhibition above about 26%; also: some compounds past the cut are filed as inactive
Scp-1 inhibitor: inhibitors of human Scp-1 phosphatase; inhibition, % at 20 µM; 340,000 tested, 0.88% active; Q9GZU7; AID 493091; Recombinant Scp1, phosphopeptide, malachite green phosphate absorbance;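 active = inhibition above about 50% at 20 µM, limit read from the data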;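 also: plate controls were DMSO wells with enzyme for no effect and wells lacking enzyme for full effect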
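System: truncated SCP-1 phosphatase (76-261aa); medium: Tris acetate buffer pH 5.5 with MgCl2 and Tween-20; incubation: 45 min room-temperature reaction, 5 min colour, 30 min stabiliser; compound: single 20 µM dose, 1% DMSO; reagent: Phosphorylated 17-residue peptide substrate; read-out: % inhibition at 20 µM; technique: colorimetric free-phosphate detection, absorbance 630 nm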
DNMT1 inh: DNMT1 (human) enzyme inhibition. 360,000 tested, 0.83% active. inhibition (reported as % activation of signal), % at 10 µM. DNMT1 molecular beacon, Hinp1I cleavage, fluorescence; in the data active = inhibition above about 50%
Rin1-Abl PPI inh: human Rin1-Abl interaction inhibition; TR-FRET Rin1/Abl binding, biochemical; inhibition, % at 7.35 µM; 360,000 tested, 0.4% active; AID 588664; in the data active = inhibition above about 5%, passing the limit was not always enough
An asterisk follows results filed as active; i = inactive; x = no result given. Compounds were not picked by outcome; 3.8% or so of the library scored in one or more.

SMILES	Rpn11 inh	Neddyl block	LMPTP inh	SUMO1 PPI mod	STEP inh	CSN inh	NadD block	Scp-1 inhibitor	DNMT1 inh	Rin1-Abl PPI inh
Cc1c(NS(=O)(=O)c2cccc(C(=O)Nc3ccc(SC(F)F)cc3)c2)c(=O)n(-c2ccccc2)n1C	i	i	1.3	7	1	-1	7	2	-14	2
CN1CCC(N2CCN(c3cccc(C(F)(F)F)c3)CC2)CC1	i	i	-6.4	1	0	3	2	-5	1	0
COc1ccc(NC(=O)CN(C)C(=O)CSc2nc3ccccc3s2)cc1	x	i	1.1	2	0	21	0	6	-5	-3
Cc1ccccc1CC(=O)N1CCOCC1	i	i	-1.3	4	1	3	4	-5	-6	1
CC1CCN(Cc2nnnn2-c2cccc([N+](=O)[O-])c2)CC1	i	i	-1.4	-21	4	-7	1	-7	7	-2
COc1ccccc1N1CCN(C2CCN(C(=O)c3ccc(F)cc3)CC2)CC1	i	i	-1.5	-2	-2	-5	-4	-5	6	-3
Cc1ccc(Nc2nc(CSc3nnnn3-c3ccccc3)cs2)cc1	i	i	3.3	-3	-2	11	8	-1	-15	-2
O=C(O)C1C2C=CC(C2)C1C(=O)Nc1ccc2c(c1)OCCO2 (stereo not drawn)	i	i	-1.3	-3	2	-4	2	-6	-3	0
CCOc1ccc(N(CC(=O)Nc2c(C)cccc2C)S(=O)(=O)c2c(C)[nH]c(=O)[nH]c2=O)cc1	i	i	4.7	-1	0	2	-5	11	1	-3
CCNC(=O)CSc1nc2sccc2c(=O)n1-c1ccccc1	i	i	1.2	6	-1	0	-5	-10	-7	0
Cc1c(C)n(Cc2ccc(F)cc2)c2ccc(C(=O)NCCN3CCOCC3)cc12	i	i	0.1	4	-1	-2	-5	-2	-5	2
COc1ccc(CNC(=O)[C@H](C)NC(=O)C2CC(=O)N(c3ccc4c(c3)OCO4)C2)cc1 (stereo partly drawn)	i	i	-0.7	-1	-3	-6	0	-8	7	5
Clc1cccc(CSc2nccn2-c2ccccc2)c1	i	i	-0.3	0	-4	6	-3	7	1	1
CC1CN(c2ncnc3c2cnn3-c2ccc(Cl)cc2)CC(C)O1 (stereo not drawn)	i	i	0.1	10	-1	-5	8	-9	1	-2
COc1ccccc1CNCCS(=O)(=O)NCc1ccccc1	i	i	-1.3	3	5	1	-1	-8	3	2
Cc1ccc(C(=O)Nc2ccccc2C(=O)N2CCCC(C)C2)cc1 (stereo not drawn)	i	i	-0.1	1	-2	0	-5	-5	2	2
Cc1cc(CNC(=O)C2(C(F)(F)F)C/C(=C\CCO)CCCO2)nn1C (stereo not drawn)	i	i	-1.4	-2	3	1	-4	-8	1	-4
N#Cc1c(N)nc2c(c1N)CC(COc1ccccc1)O2 (stereo not drawn)	i	i	-1.9	2	-8	0	-5	1	1	-1
Cc1ccc(S(=O)(=O)NCC2(c3ccccc3)CCN(C)CC2)cc1	i	i	0.6	2	-1	1	-5	4	-13	3
CCOC(=O)N1CCN(c2cc3[nH]c(=S)[nH]c3cc2F)CC1	i	i	0.2	5	1	-3	-8	-4	-2	2
CCOc1ccc(S(=O)(=O)N2CCOCC2)cc1NC(=O)CSCC(=O)Nc1cccc(C)c1	i	i	-0.7	1	-3	-2	0	-7	1	1
CN(NC(=O)c1ccccc1)c1nc2ccccc2nc1C(F)(F)F	i	i	2.0	0	2	-5	-3	0	1	-1
CC1Cc2ccccc2N1C(=O)COC(=O)c1ccc(Cl)c(S(=O)(=O)N2CCOCC2)c1 (stereo not drawn)	i	i	5.3	-3	6	1	0	31	9	3
O=C(COc1cccc(C(F)(F)F)c1)N1CCN(c2ccc(O)cc2)CC1	i	i	0.0	-5	-1	-2	7	-4	-4	1
Cc1c(C(=O)N(C)CCc2cnn(C)c2)oc2c(F)cccc12	i	i	0.1	4	-2	4	0	-5	2	1

The closing 2 compounds of the section above open the next one.
SMILES	Rpn11 inh	Neddyl block	LMPTP inh	SUMO1 PPI mod	STEP inh	CSN inh	NadD block	Scp-1 inhibitor	DNMT1 inh	Rin1-Abl PPI inh
O=C(COc1cccc(C(F)(F)F)c1)N1CCN(c2ccc(O)cc2)CC1	i	i	0.0	-5	-1	-2	7	-4	-4	1
Cc1c(C(=O)N(C)CCc2cnn(C)c2)oc2c(F)cccc12	i	i	0.1	4	-2	4	0	-5	2	1
CN1CCN(C(=O)C23CCC(C)(c4nc5ccccc5nc42)C3(C)C)CC1 (stereo not drawn)	i	i	-0.2	-5	-4	3	8	-11	-2	2
Cc1cccc(C)c1OCC(=O)N=Nc1c(O)[nH]c2ccc(Br)cc12	i	i	1.9	-9	1	-1	14	0	39	0
Cc1ccccc1-n1ncc2c1CC(C)(C)CC2NC(=O)c1snnc1C (stereo not drawn)	i	i	0.7	10	1	1	3	-3	0	1
O=C(Nc1ccccc1F)C1CCN(S(=O)(=O)c2cccc3nonc23)CC1	i	i	0.2	-30	-1	0	-2	-1	-2	1
CO/N=C/C(C#N)c1ncc(C(F)(F)F)cc1Cl (stereo not drawn)	i	i	0.0	0	-1	2	-2	-4	-4	2
COC(=O)c1ccc(NC(=O)C2CCCN2C(=O)Nc2cccc(C(C)=O)c2)cc1 (stereo not drawn)	i	i	1.1	0	-3	-1	-10	-5	0	0
NS(=O)(=O)c1ccc(NC(=O)COC(=O)CCC2CCCCC2)cc1	i	i	0.3	-3	-3	0	0	-3	-1	2
CCOc1ccc(-n2c(=O)cc(N3CCN(c4ccccc4)CC3)[nH]c2=O)cc1	i	i	-0.5	-1	3	-1	-3	-7	-12	-2
COc1ccc(-c2csc(NC(=O)CS(=O)(=O)c3ccccc3)n2)c(OC)c1	i	i	0.5	1	-1	3	1	x	-14	1
O=C(NCCCN1CCOCC1)c1nn2c(C(F)(F)F)cc(-c3ccco3)nc2c1Cl	i	i	0.1	-22	-4	3	3	-6	2	-3
O=C(CSc1nnc2sc3ccccc3n12)NCc1ccco1	i	i	-1.4	3	2	0	3	-3	1	-2
COc1cccc(-c2nc(CS(=O)(=O)CC(=O)NCCc3ccccc3)c(C)o2)c1	i	i	0.2	-1	-3	-2	-5	-7	0	5
COc1ccc(Cc2c(C3CCCCC3)nc3ccc(Br)cn23)c(C)c1	i	i	-1.0	0	-3	-3	5	x	-2	-3
C/C=C/C=N/Nc1nc(C)cc(=O)[nH]1	i	i	0.4	1	0	-3	-5	-1	7	2
O=C(COc1ccc(Cl)cc1Br)NCC(c1ccco1)N1CCCC1 (stereo not drawn)	i	i	0.1	1	-2	7	15	-6	-5	1
CC(C)C[C@H]1CN([C@@H](Cc2ccc(O)cc2)CN2CCCC2CN2C(=S)NC[C@@H]2Cc2ccccc2)C(=S)N1CC1CCCCC1 (stereo partly drawn)	x	i	1.5	-1	x	-8	15	x	x	x
COc1ccc(C(=O)Nc2cc(C)cc(C)c2)cc1S(=O)(=O)N1CCOCC1	i	i	0.1	8	2	-2	-5	-10	-2	0
CCOC(=O)c1c(-c2ccc(OC)cc2)csc1NC(=O)CSc1nnc(C)c(=O)[nH]1	i	i	1.4	13	-2	-7	9	-1	-1	-1
N#Cc1cnc(NOCc2ccc(Cl)cc2)nc1	i	i	-0.7	-4	1	-1	-3	-3	1	-5
O=C(Nc1ccc(NC(=S)NC(=O)c2ccccc2Cl)cc1)c1cccc(Cl)c1	i	i	0.5	0	8	4	-3	-6	-3	4
Cc1[nH]c2ccc(-c3nnc(SCC(=O)c4ccccc4F)o3)cc2c1C	i	i	2.4	3	0	-1	8	-14	-17	0
Cc1ccc(Nc2nc(CSc3n[nH]c(N)n3)cs2)cc1	i	i	-0.8	0	-3	3	-1	-4	-9	0
CCN(CC)CCCNC(=O)C(C)n1nc(C)c2sc3ccccc3c2c1=O (stereo not drawn)	i	i	-1.1	-5	-3	-2	-8	-11	0	-2
CCNc1nc(NCC)n2c(SCC(=O)Nc3ccc(F)cc3[N+](=O)[O-])nnc2n1	i	i	-1.0	-14	2	6	-1	-2	-7	4
O=C(CN1C(=O)c2ccccc2C1=O)OCC(=O)N1CCN(c2ccccc2)CC1	i	i	-0.4	-8	1	-5	-2	-3	-1	0

Rewritten bar-delimited: entries from further up
canonical_smiles | Rpn11 inh | Neddyl block | LMPTP inh | SUMO1 PPI mod | STEP inh | CSN inh | NadD block | Scp-1 inhibitor | DNMT1 inh | Rin1-Abl PPI inh
CN1CCN(C(=O)C23CCC(C)(c4nc5ccccc5nc42)C3(C)C)CC1 (stereo not drawn) | i | i | -0.2 | -5 | -4 | 3 | 8 | -11 | -2 | 2
Cc1cccc(C)c1OCC(=O)N=Nc1c(O)[nH]c2ccc(Br)cc12 | i | i | 1.9 | -9 | 1 | -1 | 14 | 0 | 39 | 0
Cc1ccccc1-n1ncc2c1CC(C)(C)CC2NC(=O)c1snnc1C (stereo not drawn) | i | i | 0.7 | 10 | 1 | 1 | 3 | -3 | 0 | 1
O=C(Nc1ccccc1F)C1CCN(S(=O)(=O)c2cccc3nonc23)CC1 | i | i | 0.2 | -30 | -1 | 0 | -2 | -1 | -2 | 1
CO/N=C/C(C#N)c1ncc(C(F)(F)F)cc1Cl (stereo not drawn) | i | i | 0.0 | 0 | -1 | 2 | -2 | -4 | -4 | 2
COC(=O)c1ccc(NC(=O)C2CCCN2C(=O)Nc2cccc(C(C)=O)c2)cc1 (stereo not drawn) | i | i | 1.1 | 0 | -3 | -1 | -10 | -5 | 0 | 0
NS(=O)(=O)c1ccc(NC(=O)COC(=O)CCC2CCCCC2)cc1 | i | i | 0.3 | -3 | -3 | 0 | 0 | -3 | -1 | 2
CCOc1ccc(-n2c(=O)cc(N3CCN(c4ccccc4)CC3)[nH]c2=O)cc1 | i | i | -0.5 | -1 | 3 | -1 | -3 | -7 | -12 | -2
COc1ccc(-c2csc(NC(=O)CS(=O)(=O)c3ccccc3)n2)c(OC)c1 | i | i | 0.5 | 1 | -1 | 3 | 1 | x | -14 | 1
O=C(NCCCN1CCOCC1)c1nn2c(C(F)(F)F)cc(-c3ccco3)nc2c1Cl | i | i | 0.1 | -22 | -4 | 3 | 3 | -6 | 2 | -3
O=C(CSc1nnc2sc3ccccc3n12)NCc1ccco1 | i | i | -1.4 | 3 | 2 | 0 | 3 | -3 | 1 | -2
COc1cccc(-c2nc(CS(=O)(=O)CC(=O)NCCc3ccccc3)c(C)o2)c1 | i | i | 0.2 | -1 | -3 | -2 | -5 | -7 | 0 | 5
